Source: PubChem
POLH inh – inhibitors of human DNA polymerase eta; Q9Y253; recombinant Pol eta, fluorescent DNA replication assay; Potency, µM (top dose mostly 114 µM), for inactives: top-dose activity change, negative = inhibition, hits mostly inhibitors; hit rate 1.2% among 390,000; further: on the % scale 0 is the no-effect control and ±100 the full control effect
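Fluorescent replication assay: 50 nM final substrate added after a 15 min room-temperature compound preincubation with 10 nM enzyme. Signal taken at 0 min and again at 10 min.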
APE1 inh – APE1 (human) endonuclease inhibition; AID 2517; recombinant APE1, TAMRA/BHQ-2 abasic DNA cleavage fluorescence; Potency, µM (highest dose often 65.8 µM), without a hit: at the highest dose activity change, negative = inhibition, actives largely listed as inhibitors; P27695; hit rate 0.35% among 350,000;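 further: plate controls were vehicle for no effect and reference inhibitor for full effect; nearly all actives have a fitted effect of over 55% in size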
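Kinetic fluorescence read (525 ex/598 em nm, three reads 60 s apart) of AP-site incision; signal = third minus first read. Enzyme 0.75 nM, dual-labelled THF duplex 50 nM, compound preincubation 15 min RT.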
G9a inh – blocks human histone lysine methyltransferase G9a; G9a H3K9 monomethylation, AlphaScreen, 2 h; hit rate 8.8% among 350,000; Potency, µM (highest dose often 102 µM), without a hit: at the top dose activity, negative = inhibition, hits mostly inhibitors; further: on the % scale 0 is the no-effect control and ±100 the full control effect; nearly all actives have a fitted effect of over 75% in size
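Quantitative HTS format: methyltransferase activity on a biotin-tagged H3K9 peptide is measured by AlphaScreen, using a rabbit anti-monomethyl-H3K9 antibody with streptavidin donor and anti-IgG acceptor beads. Final levels are 20 nM enzyme, 500 nM peptide, 20 uM SAM; 2 h RT.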
Apoferritin bind – binds horse apoferritin like a general anesthetic; hit rate 0.074% among 350,000; apoferritin/1-aminoanthracene competitive binding, fluorescence; Potency, µM (series often up to 77.5 µM), for the others: at the highest dose activity change, negative = displacement, actives largely listed as inhibitors; P02791; further: on the % scale 0 is the no-effect control and ±100 the full control effect; nearly all actives have a fitted effect of over 20% in size
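10 uM apoferritin + 50% sat. 1-AMA, PBS; cpd 10 min RT; Ex380/Em535 endpoint; normalized to free probe vs complex; 4-param Hill fit; propofol titration as pos. ctrl.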
BLM helicase inh – Bloom syndrome helicase (human) inhibition | P54132 | recombinant BLM DNA unwinding, fluorescence dequenching | Potency, µM (doses to about 56.1 µM), without a hit: at the top dose activity change, negative = inhibition, usual class: inhibitors | hit rate 0.2% among 350,000 | AID 2528;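 further: plate controls were vehicle for no effect and no enzyme for full effect; nearly all actives have a fitted effect of over 35% in size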
BAZ2B inh – inhibitors of human BAZ2B bromodomain; Q9UIF8; AlphaScreen BAZ2B-H3K14Ac peptide displacement; Potency, µM (series often up to 114 µM), for inactives: at the top dose activity change, negative = inhibition, usual class: inhibitors; hit rate 4.4% among 360,000; AID 504333; further: on the % scale 0 is the no-effect control and ±100 the full control effect; nearly all actives have a fitted effect of over 60% in size
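BAZ2B 50 nM plus b-H3(5-23)K14Ac 50 nM, PBS pH 7.4/0.01% Tween-20, 30 min RT; compound added (max 110 uM), 30 min RT; streptavidin donor/Ni-chelate acceptor beads 10 ug/mL final, 20 min dark; AlphaScreen read.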
POLB inh – DNA polymerase beta (human) inhibition | P06746 | Pol beta primer extension/strand displacement, fluorescence kinetic | Potency, µM (highest dose often 114 µM), for inactives: at the top dose activity change, negative = inhibition, most hits filed as inhibitors | hit rate 1.3% among 340,000 | AID 485314; further: on the % scale 0 is the no-effect control and ±100 the full control effect
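Human Pol beta at 10 nM; strand-displacement substrate 50 nM final. Compound exposure 15 min at room temperature before start, reaction 10 min at room temperature.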
Pol iota inh – inhibitors of human DNA polymerase iota; Q9UNA4; Pol iota fluorescent replication assay, 10 min; Potency, µM (highest dose often 115 µM), for inactives: at the top dose activity, negative = inhibition, actives largely listed as inhibitors; hit rate 1% among 390,000
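Fluorescent replication assay read twice, at 0 min and 10 min after adding 50 nM (final) substrate. Enzyme (10 nM) and compounds were first incubated 15 min at room temperature; enzyme-free buffer wells were negative controls.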
POLK inh – inhibitors of human DNA polymerase kappa; Potency, µM (top dose mostly 107 µM), inactives show top-dose activity, negative = inhibition, usual class: inhibitors; hit rate 0.53% among 400,000; purified Pol kappa, fluorescent DNA synthesis assay, 10 min; further: on the % scale 0 is the no-effect control and ±100 the full control effect
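Kinetic fluorescence screen: compound preincubated 15 min RT with 10 nM enzyme; 50 nM substrate (final) initiates; reads at 0/10 min.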
Active calls of the source: *; u = inconclusive; x = no result given; [ ] = dose if it differs, or a comment. The call rests on the fitted dose curve; in most records, active means well fitted curve in the direction sought with a large enough effect; inconclusive means small, poorly fitted or top-dose-only effect, or another doubt; inactive means no such curve, though single readings can be large; an effect the other way counts as inactive or inconclusive. Potency means the concentration at half of the fitted maximal effect. These rows are one share of the data; the hit share may differ from the screen's.

Value order: POLH inh, APE1 inh, G9a inh, Apoferritin bind, BLM helicase inh, BAZ2B inh, POLB inh, Pol iota inh, POLK inh
#1 CCOC(=O)C1=C(O)C(=O)N(c2ccccc2)C1c1cccc([N+](=O)[O-])c1 (configuration not stated)
→ -2%, -4%, x, -7%, -2%, -37%, 16%, u, 0%
#2 Cc1ccc(S(=O)(=O)N2CCN(c3cccc(C)c3)CC2)cc1
→ -18%, 1%, 10%, -6%, -10%, -7%, 0%, 27%, -1%
#3 O=C(Nc1ccccc1)N1CCSCC1
→ 9%, 14%, 15%[59 µM], u, -2%, 6%, 19%, -1%, 0%
#4 CCOc1ccc(CCNC(=O)c2cc3sc(Cl)cc3n2C)cc1OCC
→ -18%, 5%, -26%[59 µM], -18%, -4%, -21%, -24%, 13%, -6%
#5 Cc1ccc(C)c(NS(=O)(=O)c2cc(Br)cnc2N)c1
→ -17%, -2%, 5%[2.33 µM], u, -1%, 2%, -2%, 5%, -4%
#6 Fc1cccc(NC(=S)N2CCc3ccccc32)c1
→ -15%, 8%, u, u, -1%, -28%, -11%, -12%, -20%
#7 C[n+]1ccccc1/C=C/c1ccc(F)c(F)c1
→ -13%, 13%, 17%[0.501 µM], -7%, -2%, u, 16%, 62%[activator], -1%
#8 CC12CCC(=O)N1C(C(=O)OCC(=O)Nc1ccc(Cl)c(Cl)c1)CS2 (configuration not stated)
→ -14%, -4%, -21%, u, -9%, -15%, -2%, 121%[activator], -20%
#9 Cc1nc(CSc2nsc(/C=C/N(C)C)c2C#N)cs1
→ -7%, -5%, 20µM*, u, -25%, 40µM*, 27%, 109%[activator], -21%
#10 Cc1ccc(Sc2nc(C)cc(C)c2S(C)(=O)=O)cc1
→ 6%, -7%, 36%[activator], -21%, -5%, 7%, -20%, 6%, 4%
#11 O=C(NNC(=O)c1c(F)cccc1F)c1ccccc1-n1cccc1
→ 0%, 0%, u, -3%, -5%, -34%, -14%, 32%[activator], -2%
#12 COc1cccc(NC(=O)CNC(C)CCC(C)C)c1 (configuration not stated)
→ -4%, 1%, 8%[59 µM], -10%, 0%, 3%, 18%, -8%, -10%
#13 Cc1ccc(O)c(C(=O)c2cnc3c(c2)COc2ccc(C)cc2-3)c1
→ -14%, -4%, u, u, -8%, u, -1%, 15%, -4%
#14 CC(C)c1cc(=O)n2[nH]c(SCc3ccc(Cl)cc3)nc2n1
→ -2%, -39%, -8%, -1%, -2%, 5%, 2%, 17%, -20%
#15 O=C(C[C@H]1C[C@H](C(=O)N2CCOCC2)[C@@]2(CCC3CCCC3)c3[nH]c4cc(-c5ccco5)ccc4c3CCN2C1=O)NCCCn1ccnc1
→ -17%, 0%, x, x, x, x, x, u, -18%
#16 NS(=O)(=O)c1ccc(CNC(=S)NCc2ccc(Cl)cc2)cc1
→ -13%, 3%, -5%[59 µM], 6%, -3%, -29%, 3%, -5%, -18%
#17 O=C(CCCOc1ccccc1)Nc1cc(S(=O)(=O)N2CCOCC2)ccc1N1CCOCC1
→ -7%, 42%[activator], 7%[12.7 µM], x, x, 2%, x, 22%, 13%
#18 CC(C)CN(C(=O)COC(=O)c1cnc(Cl)c(Cl)c1)c1c(N)n(Cc2ccccc2)c(=O)[nH]c1=O
→ -8%, 37%[activator], 14%[2.33 µM], x, x, 11%, x, 7%, -1%
#19 O=C1c2cccc3cccc(c23)C(=O)N1CCN1CCN(CC(O)COc2ccc3ccccc3c2)CC1 (configuration not stated)
→ u, 20%, u, 5%, 84%[activator], u, 6%, 8%, -9%
#20 CC(=O)c1sc(C(C)(C)C)cc1NC(=O)c1ccccc1C(=O)O
→ -9%, 2%, -30%[59 µM], 1%, -4%, 3%, -4%, 53%[activator], -7%
#21 Cc1ccc(N2CC(C(=O)N3CCC(C(=O)NC(C)(C)C)CC3)CC2=O)cc1 (configuration not stated)
→ 6%, 6%, -7%, 6%, -2%, -11%, -2%, -21%, -24%
#22 CCOC(=O)c1ccc(NS(C)(=O)=O)cc1
→ -10%, -1%, 2%[59 µM], -5%, -1%, 5%, 2%, -4%, 6%
#23 COC(=O)C(Cc1ccc(O)cc1)N1Cc2ccccc2C1=O (configuration not stated)
→ 1%, 27%, 8%, -4%, 0%, -10%, 23%, 11%, -14%
#24 Cc1cc(C)cc(OCC(=O)N(Cc2cccs2)C2CCS(=O)(=O)C2)c1 (configuration not stated)
→ 0%, 0%, -12%[12.7 µM], -16%, -3%, -6%, u, -3%, -10%
#25 CCOC(=O)c1[nH]cnc1C(=O)NC1CCN(C(=O)OC(C)(C)C)CC1
→ -20%, 2%, 5%[0.501 µM], x, x, u, x, 65%[activator], 12%
#26 O/N=C/c1ccc(-c2cc(Cl)ccc2Cl)o1
→ -17%, 5%, 4%[59 µM], 2%, -4%, 3%, 2%, 8%, -2%
#27 CNC(=O)c1nn(-c2ccccc2)ccc1=O
→ 4%, -5%, -25%, -3%, -4%, -3%, 7%, 2%, -1%
#28 O=C(COc1ccccc1)NNc1c2ccccc2nc2ccccc12
→ u, 4%, 33%[0.501 µM], -17%, 2%, -35%[57.1 µM], u, -16%, -15%
#29 CN(C(=O)COc1ccc(-c2nnco2)cc1)C1CCS(=O)(=O)C1 (configuration not stated)
→ -6%, -4%, -2%, x, x, 17%, x, 10%, -9%
#30 COC(=O)c1ccccc1NC(=O)c1ccc(-c2ccccc2F)o1
→ 12%, 0%, 17%[59 µM], 1%, 2%, 8%, 16%, -13%, -4%[60.1 µM]
#31 CCN(C(=O)COC(=O)c1cccnc1SC)C1CCCCC1
→ -23%, 14%, -19%[59 µM], x, x, 0%, x, 26%, -2%
#32 Cc1ccc(-n2c(Cn3c(C)nc4ccccc43)n[nH]c2=S)cc1
→ 8%, -17%, 10µM*, 3%, 0%, 2%, 35%, -14%, -9%
#33 CCN(CC)c1cc2c(cc1F)c(=O)c(S(=O)(=O)c1ccccc1)cn2Cc1ccccc1
→ -11%, x, 11%[59 µM], -11%, -6%, 3%, -3%, -8%, -10%
#34 Cc1cccc(C2=NN(c3ccc(Br)cc3)[C@@H](C(=O)N3CCOC3=O)[C@@H]2c2ccccc2)c1
→ -19%, -20%, 125%[activator][59 µM], 576%[activator], -10%, x, x, 5%, -23%
#35 Cc1oc2c(c(=O)c1C)C(=O)CC(c1ccccc1)C2 (configuration not stated)
→ -11%, 2%, -29%[59 µM], -15%, -11%, 3%, 2%, 1%, -13%
#36 CN(C1CCCC1)C1CCN(C(=O)CNC(=O)/C=C/c2ccccc2)CC1
→ 5%, -2%, -11%[59 µM], 0%, 2%, -4%, 3%, 7%, -17%
#37 Cc1c(NC(=O)c2cccc(S(=O)(=O)N3CCOCC3)c2)c(=O)n(-c2ccccc2)n1C
→ -6%, 0%, -6%, -12%, 0%, -11%, -16%, 19%, -5%
#38 Cc1nc(C)c(C(=O)Nc2cccc(C)c2C)s1
→ -25%, 20%, -11%, -1%, -4%, 4%, -1%, 51%[activator], -16%
#39 O=S(=O)(c1ccccc1)c1nc(-c2ccc(F)cc2)oc1NCC1CCCO1 (configuration not stated)
→ -22%, 6%, -3%[12.7 µM], x, x, -33%, x, 14%, -5%
#40 CCc1cccc(C)c1NC(=O)c1cn2c3c(ccc(Cl)c3c1=O)OC(C)C2 (configuration not stated)
→ -16%, x, -45%[59 µM], 48%[activator], -16%, -3%, 6%, -7%, -9%
#41 CCOC(=O)[C@@H]1[C@H]2COc3cc(OC)ccc3[C@H]2N2C(=O)N(c3cccc(Cl)c3)C(=O)[C@@]12C
→ -7%, -6%, -9%, 2%, -11%, -5%, 6%, u, -5%
#42 CC(=O)NCN1CCN(CNC(C)=O)CC1
→ -12%, 11%, 14%[59 µM], -7%, 0%, 6%, 9%, 8%, -13%
#43 CC(=O)c1ccc(NC(=O)CCOc2ccccc2)cc1
→ 3%, x, u, -10%, -4%, -8%, 22%, 10%, -13%
#44 CCOc1ccc(C(C(=O)NCC2CCCO2)N(Cc2cccs2)C(=O)c2snc(C(N)=O)c2N)cc1 (configuration not stated)
→ -14%, 11%, -3%, 1%, -3%, -18%, 0%, 50%[activator], -3%
#45 Cc1ccc(-n2c3c(cc(C(=O)Nc4cccc(Cl)c4)c2=O)C(=O)CC(C)(C)C3)cc1
→ -15%, x, -15%[59 µM], 3%, 3%, -7%, -6%, 14%, -3%[60.1 µM]

3 entries drawn at random from the list so far:
Value order: POLH inh, APE1 inh, G9a inh, Apoferritin bind, BLM helicase inh, BAZ2B inh, POLB inh, Pol iota inh, POLK inh
#33 CCN(CC)c1cc2c(cc1F)c(=O)c(S(=O)(=O)c1ccccc1)cn2Cc1ccccc1
→ -11%, x, 11%[59 µM], -11%, -6%, 3%, -3%, -8%, -10%
#32 Cc1ccc(-n2c(Cn3c(C)nc4ccccc43)n[nH]c2=S)cc1
→ 8%, -17%, 10µM*, 3%, 0%, 2%, 35%, -14%, -9%
#39 O=S(=O)(c1ccccc1)c1nc(-c2ccc(F)cc2)oc1NCC1CCCO1 (configuration not stated)
→ -22%, 6%, -3%[12.7 µM], x, x, -33%, x, 14%, -5%

Following part:
Value order: POLH inh, APE1 inh, G9a inh, Apoferritin bind, BLM helicase inh, BAZ2B inh, POLB inh, Pol iota inh, POLK inh
#46 COc1cc2c(cc1/C=C1/NC(=O)N(CC(=O)Nc3ccccc3)C1=O)OCO2
→ -3%, -2%, -35%, -9%, -5%, -18%, 11%, -28%, -16%
#47 CC(Sc1nnc(-c2cccnc2)n1N)C(=O)Nc1ccc2c(c1)OCCO2 (configuration not stated)
→ -14%, 45%[activator], 56µM*, x, x, -21%, x, 21%, -6%
#48 CC(C)[C@H](NS(=O)(=O)c1ccccc1)C(=O)OCC(=O)NC1CCCCC1
→ -9%, 4%, x, x, x, x, x, -4%, 11%
#49 Cc1cc(C)c(S(=O)(=O)N2CCOC2CNC(=O)C(=O)NCc2ccco2)c(C)c1 (configuration not stated)
→ -5%, 1%, 3%, 4%, -4%, -30%, -8%, u, -32%
#50 N#CC1(c2ccccc2)CCC(=NO)CC1 (configuration not stated)
→ -18%, 6%, 8%, u, -3%, 6%, 6%, -4%, -1%
#51 CCOC(=O)c1c(C)[nH]c(C(=O)CN2C(=O)NC(CC)(c3ccccc3)C2=O)c1C (configuration not stated)
→ -18%, -7%, 10%[59 µM], u, -16%, -11%, 4%, 0%, -10%
#52 O=C(NCCc1ccccc1)C1CCC(=O)N1C1CCCC1 (configuration not stated)
→ -20%, 27%, -10%, 7%, -3%, 8%, 12%, 169%[activator], 3%
